Screening results as filed in PubChem.
PLK1 PBD block: inhibitors of human PLK1 polo-box domain binding | 2.8% of 360,000 active | Potency, µM, for inactives: max response, negative = inhibition, usual class: inhibitors | Plk1 PBD binding of FITC phosphopeptide, fluorescence polarization | AID 720504 | P53350; also: potency is read from the fitted curve at half-maximal effect; series mostly up to about 57 µM; % is scaled to controls: 0 for no effect and ±100 for the full control effect; nearly all actives have a fitted effect of over 65% in size
GLP1R ag: agonists of human GLP-1 receptor; Potency, µM (series often up to 45.6 µM), without a hit: top-dose activation, usual class: activators; P43220; 0.007% of 380,000 active; HEK293 GLP-1R CRE-luciferase, luminescence, 4-6 h; cells express a hypersensitive GLP-1R form; also: potency is read from the fitted curve at half-maximal effect; % of control where 0% means no effect
Target sequence (P43220 whole entry, looked up): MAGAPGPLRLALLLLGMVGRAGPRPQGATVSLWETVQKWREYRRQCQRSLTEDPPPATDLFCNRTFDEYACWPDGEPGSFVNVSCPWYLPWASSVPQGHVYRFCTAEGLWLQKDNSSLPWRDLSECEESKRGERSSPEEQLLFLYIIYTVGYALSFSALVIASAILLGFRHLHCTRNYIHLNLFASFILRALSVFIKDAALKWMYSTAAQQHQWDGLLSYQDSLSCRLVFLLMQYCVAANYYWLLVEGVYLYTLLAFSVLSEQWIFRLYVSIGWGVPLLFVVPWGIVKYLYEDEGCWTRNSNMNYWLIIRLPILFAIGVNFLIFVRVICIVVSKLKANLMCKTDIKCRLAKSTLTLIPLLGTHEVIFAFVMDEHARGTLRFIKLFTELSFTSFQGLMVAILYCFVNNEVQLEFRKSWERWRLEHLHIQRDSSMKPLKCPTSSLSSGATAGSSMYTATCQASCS
GLP-1R inv ag: acts as inverse agonist at human GLP-1 receptor | Potency, µM (doses to about 38.3 µM), for inactives: top-dose activity change, negative = inhibition, usual class: inhibitors | AID 624417 | HEK293 GLP-1R CRE-luciferase, luminescence, 24 h; GLP-1R form is constitutively active | 1.6% of 410,000 active; also: potency is read from the fitted curve at half-maximal effect; % is scaled to controls: 0 for no effect and ±100 for the full control effect; nearly all actives have a fitted effect of over 55% in size
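HEK293 cells stably co-expressing constitutively active GLP-1R and a cAMP-responsive luciferase reporter were seeded in DMEM with 10% Nu serum, given compounds after 12 h, and incubated 24 h at 37 deg C. Luminescence was then read.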
HEK293 tox: cytotoxic in the GLP-1 receptor inverse agonist counter-screen. 0.13% of 410,000 active. AID 624418. HEK293 cAMP-luciferase reporter cells, luminescence, 24 h. Potency, µM (titrated, usually from 38.3 µM), for inactives: at the top dose activity change, negative = inhibition, usual class: inhibitors;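 also: loss of luciferase light is scored as toxicity; potency is read from the fitted curve at half-maximal effect; % is scaled to controls: 0 for no effect and ±100 for the full control effect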
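Step one: seed cells (200 cells/uL, DMEM with 10% Nu serum, 1% pen-strep). Step two: 12-hour incubation at 37 deg C. Step three: pin 23 nL compound, incubate 24 hr. Step four: add luciferase reagent, read luminescence 12 min later.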
PTHR1 agonist: activates the human parathyroid hormone receptor PTHR1; Q03431; HEK293 GP2 PTHR1 cells, GloSensor cAMP luminescence, 1 h; Potency, µM (highest dose often 115 µM), inactives show at the top dose activation, usual class: activators; 0.075% of 410,000 active; AID 743266; also: potency is read from the fitted curve at half-maximal effect; nearly all actives have a fitted effect of over 55% in size; some results filed as inactive show a strong effect at the top dose; inactives centre near -15; many of its hits are not listed in these tables
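HEK-293-derived GP2 cells expressing PTHR1 and a GloSensor cAMP reporter, 3,000/well, plated overnight, given luciferin plus IBMX (each 0.5 mM as added) for 1 h at 37 °C, then compound for 1 h at 37 °C. Luminescence was read after 15 min at room temperature.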
PI5P4K alpha inh: inhibitors of human PI5P4K alpha; 1.2% of 330,000 active; max response, %; PI5P4Kalpha enzyme, ADP-Glo luminescence, 60 min; stronger effect = lower value; P48426; active = max response of -50% or lower; inconclusive = between -30% and -50%; inactive = -30% or higher; also: value at the top dose of about 77 µM; % is scaled to controls: 0 for no effect and ±100 for the full control effect
Target sequence (P48426 whole entry, looked up): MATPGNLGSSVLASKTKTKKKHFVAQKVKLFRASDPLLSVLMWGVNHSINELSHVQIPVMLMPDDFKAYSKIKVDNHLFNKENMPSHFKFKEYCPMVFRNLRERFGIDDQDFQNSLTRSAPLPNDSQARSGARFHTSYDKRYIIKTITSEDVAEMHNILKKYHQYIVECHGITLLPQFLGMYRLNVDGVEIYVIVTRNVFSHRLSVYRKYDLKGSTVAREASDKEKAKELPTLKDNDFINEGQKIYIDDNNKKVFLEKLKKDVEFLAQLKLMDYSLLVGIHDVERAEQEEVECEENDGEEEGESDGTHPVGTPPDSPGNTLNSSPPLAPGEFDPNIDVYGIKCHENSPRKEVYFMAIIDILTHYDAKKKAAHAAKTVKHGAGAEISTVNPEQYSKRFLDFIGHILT
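Compounds were pin-transferred onto PI5P4Kalpha and substrate in HEPES pH 7.4 buffer with EGTA, CHAPS and 5% DMSO. ATP (5 microM final) started the reaction, which ran 60 minutes at room temperature before ADP-Glo detection.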
EPAC1 antag: antagonists of human EPAC1; O95398; EPAC1 GEF assay, Rap1b-BODIPY-GDP exchange fluorescence; Potency, µM (series often up to 115 µM), inactives show at the top dose activity change, negative = inhibition, most hits filed as inhibitors; 0.14% of 360,000 active;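 also: potency is read from the fitted curve at half-maximal effect; plate controls were vehicle for no effect and positive control for full effect; nearly all actives have a fitted effect of over 50% in size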
IL-2 act: activates IL-2 in a cell-based reporter assay; IL-2 activation reporter assay, cell-based qHTS; stimulated with anti-CD3/CD4/CD28 beads; in transgenic mouse T cells; activation, % (series mostly up to about 46 µM); 0.065% of 360,000 active; in the data active = activation above about 50%; inconclusive = mostly about 30% to 49%; also: 0% is about no effect
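Unstimulated transgenic mouse T cells preincubated 60 min with compound, then stimulated with anti-CD3/anti-CD4-coated beads plus anti-CD28 for 18 h at 37 degrees C. IL-2 response read as EGFP and DsRed fluorescence by plate cytometry.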
EPAC1 ag: activates human EPAC1 exchange factor; EPAC1 agonist qHTS, biochemical assay; response scale: 100% = response to 6.5 mM cAMP; Potency, µM (highest dose often 154 µM), for the others: at the highest dose activation, usual class: activators; 0.073% of 360,000 active; AID 720707; also: potency is read from the fitted curve at half-maximal effect; nearly all actives have a fitted effect of over 60% in size
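Normalized to 6.5 mM cAMP, activity reflects EPAC1-catalysed release of BODIPY-GDP from Rap1B, followed kinetically over 30 min at 480 nm excitation, 540 nm emission. Reaction contained 100 nM EPAC1, 250 nM Rap1B-BODIPY-GDP, 50 uM GDP.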
Numbers without * were called inactive; i = inactive; ? = inconclusive; / = no result given; [ ] = remark or other dose. Unless noted, calls follow the shape of the dose curve; as a rule, active = well fitted curve in the direction sought with a large enough effect; inconclusive = small, poorly fitted or top-dose-only effect, or another doubt; inactive = no such curve, though single readings can be large; an effect the other way counts as inactive or inconclusive.

Results follow in this order: PI5P4K alpha inh	IL-2 act	HEK293 tox	GLP-1R inv ag	EPAC1 antag	PLK1 PBD block	PTHR1 agonist	EPAC1 ag	GLP1R ag
- CCOc1ccc(S(=O)(=O)Nc2cccc(C(=O)N3CCN(c4ccccc4O)CC3)c2)cc1
→ -3	0.0	-19%	-12%	-10%	3%	-20%	-3%	-13%
- COc1ccc(CC(=O)OCC(=O)Nc2ccc3[nH]c(=O)[nH]c3c2)cc1OC
→ -10	-0.8	-3%	4%	1%	-18%	-23%	14%	-3%
- COc1ccc(NC(=O)c2c(Nc3ccccc3)sc(C(=O)c3ccc(F)cc3)c2N)cc1
→ 4	0.9	?	?	-9%	-9%	i	18%	-4%
- O=C1CC(c2ccccc2)CC(O)=C1C=NCCc1ccccc1 (stereo not drawn)
→ -2	0.1	-4%	-21%	11%	-18%	i	-1%	-4%
- O=C(Nc1cccc(S(=O)(=O)N2CCCCC2)c1)C1COc2ccccc2O1 (stereo not drawn)
→ 3	-0.9	4%	?	8%	5%	-89%[inhibitor]	4%	7%
- O=[N+]([O-])c1ccc(N2CCCCC2)cc1
→ 0	-0.6	2%	6%	6%	2%	-14%	-3%	8%
- COc1cc2c(cc1OC)C(C(=O)N1CCCCC1)C(c1ccccc1F)N(C)C2=O (stereo not drawn)
→ 2	-0.4	-20%	2%	10%	-7%	-4%[57.5 µM]	2%	4%
- CC1CCN(C(=O)CSc2ccc(-c3ccc4c(c3)OCCO4)nn2)CC1
→ -1	0.0	-7%	-29%	-22%	4%	-19%	1%	13%
- CC[C@]12c3[nH]c4cc(CCC(=O)N(C)C)ccc4c3CCN1C(=O)[C@@H](CC(=O)NCCC1=CCCCC1)C[C@@H]2C(=O)N1CCN(C(=O)C2CC2)CC1
→ -7	0.0	-4%	17%	8%	1%	i	-10%	6%
- CCOc1ccc(NC(=O)Cn2c(=O)oc3ccccc32)cc1
→ -1	1.1	-3%	3%	-2%	1%	i	0%	-9%

Next section (2 carried over from the part before).
Results follow in this order: PI5P4K alpha inh	IL-2 act	HEK293 tox	GLP-1R inv ag	EPAC1 antag	PLK1 PBD block	PTHR1 agonist	EPAC1 ag	GLP1R ag
- CC[C@]12c3[nH]c4cc(CCC(=O)N(C)C)ccc4c3CCN1C(=O)[C@@H](CC(=O)NCCC1=CCCCC1)C[C@@H]2C(=O)N1CCN(C(=O)C2CC2)CC1
→ -7	0.0	-4%	17%	8%	1%	i	-10%	6%
- CCOc1ccc(NC(=O)Cn2c(=O)oc3ccccc32)cc1
→ -1	1.1	-3%	3%	-2%	1%	i	0%	-9%
- Cc1cc(NC(=O)c2ccco2)ncc1NC(=O)Cc1ccccc1
→ -3	-2.3	0%	24%	6%	-7%	-26%	6%	-5%
- COc1ccc(S(=O)(=O)N2CCOCC2)cc1NC(=O)CSc1nnc(C2CC2)n1C
→ -1	-0.1	15%	5%	10%	-18%	-17%	4%	-3%
- Cc1cccc(/N=C2/NC(=O)C(Cc3ccccc3)S2)n1 (stereo not drawn)
→ -4	0.2	20%	-2%	-5%	30µM*	4%	-1%	7%
- COc1cc(OC)c2ccc(=O)oc2c1C(CCN1CCN(c2ccccc2)CC1)c1ccc2c(c1)OCO2 (stereo not drawn)
→ -13	-0.6	0%	?	3%	-1%	i	-6%	2%
- Cc1ccccc1CNC(=O)COc1ccccc1
→ 1	-0.8	0%	-7%	-15%	-7%	-14%	7%	2%
- CCOc1ccc(C/C(N)=N/n2cnnc2)cc1
→ /	-1.0	-18%	3%	9%	-3%	i	2%	-10%
- Cc1cc(-c2ccc(S(=O)(=O)N3CCN(C)CC3)s2)on1
→ -5	-0.5	3%	12%	-22%	1%	i	0%	15%
- CCOC(=O)C1=NOC(Cn2cc(C#N)c(=O)n(C)c2=O)C1 (stereo not drawn)
→ 0	0.4	-7%	9%	-5%	-6%	i	-1%	7%
- Cc1ccc(Cn2c(N3CCNCC3)nc3c2c(=O)[nH]c(=O)n3C)cc1
→ 5	2.2	2%	-2%	-21%	-2%	11%	8%	-5%
- Cc1ccc(C2NC(c3ccc(C)cc3)C(C)C(=O)C2C)cc1 (stereo not drawn)
→ 0	-0.7	-12%	?	-19%	6%	-2%	0%	-7%
- Cc1cc(=O)oc2cc(OCC(=O)N/N=C/c3cc([N+](=O)[O-])ccc3O)ccc12
→ 2	-0.2	-14%	14%	-6%	-23%	7%	-6%	0%
- Cc1ccccc1/[N+]([O-])=C/c1cccs1
→ 0	0.0	-2%	-16%	-5%	-18%	-4%	-8%	-7%
- CCN1CCn2c1nc(N1CCCCC1)nc2=O
→ /	-1.3	-2%	0%	13%	1%	?	-2%	1%
- COc1ccc2nc3oc(C(=O)N4CCN(c5cc(C)ccc5C)CC4)cc3cc2c1
→ /	/	4%	-7%	/	/	-11%	/	2%
- CN1CCN(C(=O)CN2C(=O)NC(C)(c3ccc4ccccc4c3)C2=O)CC1 (stereo not drawn)
→ 3	-2.3	-14%	-9%	-4%	3%	i	3%	2%
- N#CCC(CNc1ncc(C(F)(F)F)cc1Cl)OC(=O)c1cccc([N+](=O)[O-])c1 (stereo not drawn)
→ /	-3.0	43%[activator]	3%	-24%	-8%	?	21%	6%
- O=C(CCCN1C(=O)c2ccccc2C1=O)Nc1sc2c(c1C(=O)NCc1ccco1)CCC2
→ /	-2.2	5%	0%	0%	-18%	-1%[57.5 µM]	8%	3%
- CCN(CC)CCNC(=O)C1(c2ccccc2)CCCCC1
→ 0	1.1	-3%	-19%	20%	-13%	i	7%	-1%
- CN1CCN(C(=O)C23CC4CC(C)(CC(C)(C4)C2)C3)CC1
→ -8	1.0	5%	?	4%	2%	i	0%	2%
- Cc1cc(C(=O)NCC(C)C)c2ccccc2n1
→ 3	0.8	-6%	-16%	?	-7%	i	0%	-3%
- NC(=O)C1CCN(C2=C(NS(=O)(=O)c3ccc(Cl)cc3)C(=O)c3ccccc3C2=O)CC1
→ -4	0.0	-16%	16%	-18%	-13%	-20%	-4%	11%
- NC(CO)c1csc(NC(=O)Nc2cccc(Cl)c2)n1 (stereo not drawn)
→ 13	0.1	0%	-21%	19%	-8%	-22%	5%	4%
- CSc1nc(=S)cc(C)[nH]1
→ ?	-3.6	4%	16%	-14%	15µM*	-8%	1%	5%
- Cc1cc(O)c(C(=O)c2ccccc2C(=O)O)cc1C
→ 2	4.6	-9%	1%	13%	-2%	i	-2%	3%
- Cc1cccc2c3c([nH]c12)C(=O)CC(C)(C)S3
→ 19	-0.9	-2%	10%	2%	-6%	-3%	-4%	14%
- COc1ccc(CC(=O)NNC(=O)c2cccs2)cc1
→ 2	-1.4	8%	-15%	-7%	-6%	i	3%	0%
- O=C(NCCOc1ccc(F)cc1)C1CCC(=O)N(CC2CCCCC2)C1 (stereo not drawn)
→ -1	2.4	-6%	-29%	-13%	-2%	-10%	-7%	4%
- CCC(C(=O)Nc1ccccc1-c1ccccc1)c1ccccc1 (stereo not drawn)
→ 0	0.6	6%	7.9µM*	-13%	-9%	-26%[57.5 µM]	7%	-7%
- O=C(N/N=C/c1cccnc1)c1sc2ccccc2c1Cl
→ 1	-3.4	-3%	9%	-9%	2%	-12%	-14%	-2%
- CCOc1cc(CNc2ncn[nH]2)ccc1OCC(=O)NC(C)(C)C
→ -8	0.6	-9%	-4%	-19%	-11%	-4%	12%	2%
- C=CC(C)(C)c1c(O)c(CC=C(C)C)c(O)c2c(=O)c3ccc(O)c(O)c3oc12
→ -12	-0.1	?	?	?	7%	-39%[inhibitor]	-23%	-3%
- COc1ccc(OC)c(/C=C/C(=O)Nc2ccc3c(c2)CCC3)c1
→ 0	-2.6	2%	?	-3%	-10%	i	8%	4%
- NC(=O)c1ncn([C@@H]2O[C@H](CNCc3ccc(OCC(=O)Nc4ccccn4)cc3)[C@@H](O)[C@H]2O)n1
→ -2	-0.1	-2%	13%	-4%	-5%	-4%	-22%	-3%
- CCOC(=O)C(Sc1nn(C)c(=S)s1)C(C)=O (stereo not drawn)
→ /	-1.7	-1%	1%	10%	-8%	i	-2%	0%
- O=C(c1cccc(Cl)c1)c1nn(-c2ccccc2)c(=O)cc1C(F)(F)F
→ 2	0.0	-28%	?	5%	-9%	2%[57.5 µM]	6%	1%
- O=S1(=O)CC(N2CCC(c3ccccc3)CC2)CN1C1CCCCC1 (stereo not drawn)
→ 2	0.2	8%	-25%	-1%	8%	4%	-7%	-2%
- CCN(CC)C(=O)COc1ccc(/C(C)=N/NC(=O)c2ccccc2Br)cc1
→ 3	-0.5	10%	14%	-12%	-2%	i	14%	5%
- O=C(NCCc1ccc(O)cc1)c1ccc(Cl)cc1
→ -5	0.9	-11%	-12%	11%	1%	-2%[57.5 µM]	-11%	0%
- Cc1nn(CC(=O)NC2CC2)c(C)c1S(=O)(=O)N(C)C
→ 2	-1.9	-5%	-22%	-4%	-8%	i	8%	-1%
- CCN1C(=O)[C@H]2[C@@H](c3ccc(-c4ccc5c(c4)OCO5)c(OC)c3)N[C@@](CC(C)C)(C(=O)OC)[C@H]2C1=O
→ 8	0.1	12%	?	-9%	-7%	-12%	1%	5%
- N#Cc1cccc(CSc2nnc(CCCO)n2-c2ccccc2)c1
→ 3	-1.3	-14%	6%	0%	0%	i	5%	-1%
- Cc1ccc(-c2nc3ncccc3o2)cc1NC(=O)CC(C)C
→ 9	0.5	-17%	15%	12%	1%	i	-3%	0%
- CC1CCCCN1C(=O)Cn1c(=O)n(C2CCCCC2)c(=O)c2ccccc21 (stereo not drawn)
→ 7	-0.4	61%[activator]	-25%	-10%	-11%	23%[57.5 µM]	1%	0%
- Clc1ccc(-c2nnc(-c3ccc(Br)cc3)c(N3CCSCC3)n2)cc1
→ /	0.6	-2%	0%	13%	0%	i	-3%	-14%
- Cc1cccc(COc2ccccc2C(=O)OCC(=O)N(C)c2c(N)n(Cc3ccccc3)c(=O)[nH]c2=O)c1
→ -6	-4.6	6%	?	-11%	-3%	-18%	3%	-4%
- CC(=O)Nc1ccc(-c2ccnc3c2CC(C(=O)NCc2ccc(N4CCN(C)CC4)cc2)O3)cc1 (stereo not drawn)
→ 3	0.5	-8%	25%	15%	3%	i	-11%	-2%

This is a subset; the hit share may differ from the screen's.
